NPC1 prom act = qHTS Assay for NPC1 Promoter Activators. Huh7 NPC1 promoter luciferase reporter, 24 h. Potency, µM (titrated, usually from 9.22 µM), for the others: at the highest dose activation, hits mostly activators. actives 2.4% (n = 320,000);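 note: potency is the fitted concentration of half-maximal effect; % of control where 0% means no effect; nearly all actives have a fitted effect of over 60% in size; reporter is driven by a mutant NPC1 promoter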
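NPC1 promoter–luciferase Huh7 cells; 24 h compound; luminescence.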
Gal4-VP16 FLuc = VP16 counterscreen qHTS for inhibitors of ROR gamma transcriptional activity; Drosophila S2 Gal4-VP16 UAS-luciferase, luminescence, 20 h; Potency, µM (top dose mostly 53.6 µM), without a hit: at the top dose activity, negative = inhibition, usual class: inhibitors; actives 3.5% (n = 310,000);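 note: Gal4-VP16 expression switched on by copper sulfate through the metallothionein promoter; potency is the fitted concentration of half-maximal effect; % is set by controls: 0 for no effect and ±100 for the full control effect; nearly all actives have a fitted effect of over 50% in size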
Mito fusion act = qHTS Assay for Small Molecule Inhibitors of Mitochondrial Division or Activators of Mitochondrial Fusion | Potency, µM (top dose mostly 46.1 µM), without a hit: at the highest dose growth rescue (activation), actives largely listed as activators | S. cerevisiae fusion-defective mutant growth rescue, CellTiterGlo 48 h | AID 485298, 2010 | actives 0.23% (n = 320,000);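 note: potency is the fitted concentration of half-maximal effect; % of control where 0% means no effect; nearly all actives have a fitted effect of over 45% in size; temperature-sensitive fusion mutants such as fzo1-1 at 37 °C on non-fermentable ethanol glycerol medium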
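Read-out: ATP-based luminescence (CellTiterGlo, 10 min ambient) reporting growth of fusion-defective ts yeast after 48 hours at 37C on glycerol/ethanol YPEG medium in the presence of compound.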
MBNL1 CUG block = qHTS Assay for Inhibitors of MBNL1-poly(CUG) RNA binding; TR-FRET MBNL1-His/biotin-(CUG)12 binding, 665/545 ratio; Muscleblind-like protein 1 (Homo sapiens), Q9NR56; Potency, µM (titrated, usually from 57.5 µM), for inactives: at the top dose activity change, negative = inhibition, usual class: inhibitors; AID 2675, 2010; actives 0.036% (n = 280,000); active = well fitted inhibition curve with a large enough effect in the signal ratio, with a control signal flat, not every such curve was filed as active; inconclusive = small, poorly fitted or top-dose-only effect, or effect the other way, or a change in a side signal; inactive = no such curve, though single readings can be large or run the other way; the % refers to the signal ratio; note: potency is the fitted concentration of half-maximal effect; % is set by controls: 0 for no effect and ±100 for the full control effect
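MBNL1-His + Biotin-(CUG)12, cpd titration 92 nM–58 uM; Tb anti-His Ab 0.055 ng/ul, SA-XL665 5 nM (final); 60 min RT; ratiometric 665/545 nm, Ex 340 nm; normalized to buffer and full-complex controls.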
Rab9 prom act = qHTS Assay for Rab9 Promoter Activators. Huh7 Rab9 promoter-luciferase reporter, luminescence, 24 h. Potency, µM (highest dose often 9.22 µM), without a hit: top-dose activation, negative = inhibition, most hits filed as activators. actives 2.8% (n = 320,000). AID 485297, 2010; note: potency is the fitted concentration of half-maximal effect; % of control where 0% means no effect; nearly all actives have a fitted effect of over 60% in size
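Luminescence from Amplite-detected luciferase (10 minutes, ambient) reports Rab9 promoter activation. Before that, stable Rab9-luciferase Huh7 cells (1500/well, reduced-serum OP-MEM I plus 10% FBS) were exposed to compound for 24 hours at 37C.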
RORgamma inh = qHTS for inhibitors of ROR gamma transcriptional activity | Potency, µM (doses to about 53.6 µM), inactives show at the highest dose activity change, negative = inhibition, most hits filed as inhibitors | Nuclear receptor ROR-gamma (Mus musculus), P51450 | actives 5.4% (n = 310,000) | Drosophila S2 Gal4-RORgamma UAS-luciferase reporter, 20 h; note: potency is the fitted concentration of half-maximal effect; % is set by controls: 0 for no effect and ±100 for the full control effect; nearly all actives have a fitted effect of over 60% in size
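Luminescence from a UAS-regulated Photinus luciferase reporter in stably transfected Drosophila Schneider cells is measured; decreased signal marks ROR gamma inhibition. Fusion expression is induced by 700 uM copper sulfate for 20 hr.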
Menin-MLL TR inh = qHTS Assay for Inhibitors Targeting the Menin-MLL Interaction in MLL Related Leukemias: Competition With Texas Red Labeled MLL-derived Mutant Peptide; O00255; Menin + Texas Red MLL mutant peptide, fluorescence polarization; Potency, µM (top dose mostly 61.6 µM), for the others: at the highest dose FP activity change, negative = inhibition, most hits filed as inhibitors; actives 0.23% (n = 270,000); AID 1768, 2009; active = well fitted inhibition curve with a large enough effect in the polarisation, with a control signal flat, not every such curve was filed as active; inconclusive = small, poorly fitted or top-dose-only effect, or effect the other way, or a change in a side signal; inactive = no such curve, though single readings can be large or run the other way; the % refers to the polarisation; note: potency is the fitted concentration of half-maximal effect; % of control where 0% means no effect; many of its hits are not listed in these tables
Target sequence (O00255 whole entry, looked up): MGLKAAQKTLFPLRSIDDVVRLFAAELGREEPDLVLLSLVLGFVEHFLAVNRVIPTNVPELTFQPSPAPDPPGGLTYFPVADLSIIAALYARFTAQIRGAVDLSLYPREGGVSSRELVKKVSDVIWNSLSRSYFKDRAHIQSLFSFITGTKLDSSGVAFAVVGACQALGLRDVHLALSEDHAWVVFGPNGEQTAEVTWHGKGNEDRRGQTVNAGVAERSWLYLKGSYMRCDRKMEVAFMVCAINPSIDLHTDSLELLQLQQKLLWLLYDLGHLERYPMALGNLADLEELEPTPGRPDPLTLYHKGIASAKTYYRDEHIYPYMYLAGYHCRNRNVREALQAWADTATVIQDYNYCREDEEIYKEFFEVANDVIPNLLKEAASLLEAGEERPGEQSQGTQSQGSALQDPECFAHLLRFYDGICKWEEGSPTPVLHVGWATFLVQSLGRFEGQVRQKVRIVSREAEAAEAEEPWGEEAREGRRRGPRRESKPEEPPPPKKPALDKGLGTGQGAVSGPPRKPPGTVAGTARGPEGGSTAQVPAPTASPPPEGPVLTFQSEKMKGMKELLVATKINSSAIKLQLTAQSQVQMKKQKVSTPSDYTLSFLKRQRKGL
KCNH2 3.1 block = qHTS for Inhibitors of KCHN2 3.1: Mutant qHTS; U2OS KCNH2 3.1, thallium flux FluxOr; hits give low values; activity change, % (tested at about 1.8 µM); actives 0.95% (n = 340,000); AID 720553, 2013;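 active = maximum activity change below -70%; inconclusive = maximum activity change from -70% to -50%; inactive = maximum activity change above -50%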;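 note: thallium influx rate constant from kinetic fluorescence after stimulation buffer; % is set by controls: 0 for no effect and ±100 for the full control effect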
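Steps: virus added to U2OS suspension (4 h, RT, dark); medium with 10% FBS added, cells plated, 37 C overnight; FluxOr/Red40 loading buffer 45 min RT; stimulation buffer, 2 min kinetic read; rate constant normalized.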
FLuc counter = qHTS profiling assay for firefly luciferase inhibitor/activator using purifed enzyme and Km concentrations of substrates (counterscreen for miR-21 project). AID 588342, 2011. Potency, µM (series often up to 57.5 µM), inactives show at the top dose activity change, negative = inhibition, hits mostly inhibitors. Luciferin 4-monooxygenase (Photinus pyralis), P08659. purified FLuc, Km substrates, luminescence inhibition. actives 6.9% (n = 360,000);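 note: potency is the fitted concentration of half-maximal effect; plate controls were vehicle for no effect and reference inhibitor for full effect; nearly all actives have a fitted effect of over 55% in size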
Target sequence (P08659 whole entry, looked up): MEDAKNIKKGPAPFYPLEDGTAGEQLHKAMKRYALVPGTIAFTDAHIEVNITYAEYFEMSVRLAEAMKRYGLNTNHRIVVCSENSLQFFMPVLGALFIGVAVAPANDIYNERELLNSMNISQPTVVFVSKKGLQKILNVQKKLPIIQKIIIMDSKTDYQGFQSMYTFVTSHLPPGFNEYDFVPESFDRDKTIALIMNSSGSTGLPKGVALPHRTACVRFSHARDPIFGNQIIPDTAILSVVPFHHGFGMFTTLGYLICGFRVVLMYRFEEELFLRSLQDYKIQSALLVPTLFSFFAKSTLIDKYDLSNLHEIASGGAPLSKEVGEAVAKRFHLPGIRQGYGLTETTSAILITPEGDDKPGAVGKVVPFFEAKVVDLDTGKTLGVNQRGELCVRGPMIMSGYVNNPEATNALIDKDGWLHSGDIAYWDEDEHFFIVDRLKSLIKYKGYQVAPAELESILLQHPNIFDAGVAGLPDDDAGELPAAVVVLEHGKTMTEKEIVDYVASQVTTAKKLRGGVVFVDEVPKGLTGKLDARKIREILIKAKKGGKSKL
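Biochemical qHTS of compounds, final roughly 60 µM downward over six points, against 10 nM purified firefly luciferase using Km concentrations of substrates (10 uM D-luciferin, 10 uM ATP) in Tris acetate pH 7.5 buffer; luminescence output.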
PKM2 activator = qHTS Assay for Activators of Human Muscle isoform 2 Pyruvate Kinase; Pyruvate kinase PKM (Homo sapiens), P14618; purified PKM2, Kinase-Glo ATP luminescence, activation; response scale: 0% is enzyme alone, no compound; Potency, µM (series often up to 57.5 µM), inactives show at the highest dose activation, actives largely listed as activators; actives 0.34% (n = 260,000); AID 1631, 2009; note: potency is the fitted concentration of half-maximal effect; % is set by controls: 0 for no effect and ±100 for the full control effect; nearly all actives have a fitted effect of over 55% in size
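ATP formation by purified human PK-M2, quantified via coupled luciferase luminescence after 1 h at room temperature with 0.1 mM ADP and 0.5 mM PEP final.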
ELG1 repair inh = qHTS screen for small molecules that inhibit ELG1-dependent DNA repair in human embryonic kidney (HEK293T) cells expressing luciferase-tagged ELG1; HEK293T ELG1-luciferase reporter, luminescence, 16 h; DNA damage induced by 5-fluorouridine; AID 504467, 2011; Potency, µM (top dose mostly 46.1 µM), for inactives: at the top dose activity change, negative = inhibition, most hits filed as inhibitors; actives 2.3% (n = 330,000); note: potency is the fitted concentration of half-maximal effect; % is set by controls: 0 for no effect and ±100 for the full control effect; nearly all actives have a fitted effect of over 55% in size
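Overnight (16 hr) co-exposure of 2,000 cells/well to 5-fluorouridine and compound at 37 °C preceded detection. Luciferase was quantified via ONE-Glo luminescence; loss of signal denotes inhibition.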
Starred values were filed as active, the others as inactive; ? = inconclusive; . = not tested or not shown; [ ] = remark or other dose. Unless noted, calls come from the whole dose curve; as a rule, active = well fitted curve in the direction sought with a large enough effect; inconclusive = small, poorly fitted or top-dose-only effect, or another doubt; inactive = no such curve, though single readings can be large; an effect the other way counts as inactive or inconclusive.

SMILES	NPC1 prom act	Gal4-VP16 FLuc	Mito fusion act	MBNL1 CUG block	Rab9 prom act	RORgamma inh	Menin-MLL TR inh	KCNH2 3.1 block	FLuc counter	PKM2 activator	ELG1 repair inh
CCCCOc1ccc(N2CC(C(=O)NCc3ccco3)CC2=O)cc1 (centres undefined)	-4.2%	7.8%	-8.7%	-10.1%	-0.5%	-2.6%	-1.3%	4.3	-1.5%	.	?
O=c1cc2c(nn1Cc1ccc(F)cc1)-c1ccccc1CC2	-5.7%	-6.1%	12.6µM*	19.0%	2.8%	39.1%	-6.2%	-36.3	3.4%	3.6%	6.7%
CC(NC(=O)c1ccccc1Br)c1ccc2c(c1)CCCC2 (centres undefined)	-1.8%	-10.3%	7.6%	-11.3%	-6.6%	8.2%	-17.0%	-11.4	-1.8%	-1.1%	-5.7%
Cn1c(=O)c2c(nc(SCC(=O)N3c4ccccc4CCc4ccccc43)n2C)n(C)c1=O	-3.5%	2.9%	0.5%	2.8%	3.3%	-0.2%	-21.3%	-3.6	-1.2%	-6.3%	5.9%
CCOC(=O)C1CCN(S(=O)(=O)c2cn(C)c(C)n2)CC1	-5.8%	1.7%	-2.2%	-4.9%	0.1%	8.4%	.	14.5	2.5%	-15.3%	10.1%
COc1ccc(CC(=O)Nc2cccc(-c3nnc(-c4cccc(C)c4)o3)c2)cc1OC	0.5%	7.94µM*	5.2%	-0.1%	-15.4%	?	14.5%	0.1	?	3.1%	2.91µM*
CC1=CN2C(=NC(=O)CC2(C)C(=O)N(CC(=O)NC2CCCC2)c2ccccc2C)C=C1 (centres undefined)	-4.0%	4.7%	0.3%	2.4%	-3.6%	?	27.6%	3.5	3.4%	3.9%	-12.9%
O=C(O)C1CCN(C(=O)Cc2ccccc2)CC1	-0.8%	-6.6%	12.1%	-12.6%	-5.4%	-5.5%	-1.5%	1.5	-2.7%	-17.1%	26.9%
CN(C)S(=O)(=O)c1ccc(C(=O)N2CCC(c3nc4ccccc4o3)CC2)cc1	-2.0%	-18.0%	-4.5%	3.2%	-14.0%	?	27.2%	-4.3	6.1%	2.2%	?
C/C(=N\NC(=O)CCC(=O)Nc1ccccc1)c1cccs1	0.8%	6.0%	-1.4%	-4.4%	-5.4%	32.5%	3.2%	11.3	2.3%	2.5%	1.6%
COC(=O)c1c(-c2cc(C)ccc2C)csc1NC(=O)C1CC=CCC1C(=O)O (centres undefined)	-7.1%	12.6%[10 µM]	-3.7%	9.6%	-4.4%	9.6%	-14.4%	-12.9	?	-0.1%	-1.9%
Cc1ccc(S(=O)(=O)N2CCC(C(=O)NC3CC3)CC2)cc1	-2.0%	-2.8%	2.5%	-3.2%	-0.9%	0.0%	3.6%	-12.5	1.8%	.	25.4%
O=C(CCC1COc2ccccc2O1)NCc1ccccc1 (centres undefined)	-0.3%	5.2%	-0.2%	-7.7%	0.3%	-3.6%	0.0%	-0.7	0.8%	-7.5%	-0.9%
O=S(=O)(/C=C/c1ccccc1)N1CCNCC1	1.1%	4.3%	10.8%	7.9%	0.3%	0.5%	.	5.2	0.7%	.	-4.2%
CN(C)CCN(C(=O)c1ccc2ccccc2c1)c1nc2ccc(Br)cc2s1	-0.9%	-4.7%	-1.7%	-1.4%	2.9%	7.6%	.	-47.6	-0.7%	.	17.6%
CCOCCn1c(=NC(=O)/C=C/c2ccccc2Cl)sc2cc(NC(C)=O)ccc21	-8.0%	-18.9%	4.4%	2.9%	-0.9%	-2.0%	18.8%	11.8	4.2%	1.2%	-4.5%
COc1ccccc1OC(C)C(=O)O (centres undefined)	1.0%	0.5%	1.8%	-9.8%	-2.0%	-5.2%	2.4%	10.2	-1.1%	2.7%	4.1%
Cn1c(SCC(=O)c2ccc3c(c2)Cc2ccccc2-3)nnc1-c1ccccc1	7.8%	-3.6%	-0.5%	0.5%	-5.5%	-17.4%	-9.7%	-2.2	?	22.5%	12.4%
Cn1nnnc1NCc1ccc(Cl)c(Cl)c1	-2.2%	-1.4%	0.8%	-2.8%	-6.5%	-13.6%	10.0%	-19.8	-0.3%	-3.5%	-9.4%
CC(=O)Nc1ccc(S(=O)(=O)NCCN2CCNC2=O)cc1Cl	-1.9%	-5.0%	1.0%	-4.6%	6.9%	-14.5%	.	9.5	1.7%	-2.4%	-2.0%
COc1ccc(C(=O)n2nnc3ccccc32)cc1OC	-1.2%	-4.9%	-2.6%	-22.0%	-4.8%	?	6.6%	2.5	?	1.2%	-13.2%
CCOc1cc(CNCCN2CCOCC2)ccc1OCc1ccccc1Cl	8.5%	?	-5.7%	-13.1%	-4.5%	10.7%	?	2.7	-2.1%	-0.6%	2.6%
CCOc1ccc(N=Cc2ccc3ccccc3c2)cc1	12.2%	-11.4%	2.4%	0.5%	-2.0%	2.9%	-3.5%	-8.6	0.757µM*	-1.6%	5.8%
Cc1ccc(C)c(S(=O)(=O)Nc2ccc(C(=O)N3CCC3)cc2)c1	-1.4%	.	-1.0%	.	-0.3%	.	.	4.1	1.7%	.	11.2%
Cc1nn(C)c(C)c1NC(=O)CSc1nc(-c2ccccc2Cl)nc2c1cnn2-c1ccccc1	-3.3%	-8.6%	-8.9%	3.8%	-13.9%	9.9%	3.4%	8.1	-0.3%	1.0%	-3.2%
O=C1[C@@H]2Cc3c([nH]c4ccccc34)CN2C(=O)CN1CCCCCO	1.2%	-7.6%	-5.8%	-4.5%	-3.5%	-5.1%	-28.3%	5.2	-0.2%	.	11.7%
CC(=O)N1CCN(c2ccc(S(=O)(=O)N3CCCCC3)cn2)CC1	4.6%	-14.4%	-2.9%	-5.8%	5.1%	-16.1%	-28.4%	-4.0	-2.4%	-18.7%	5.0%
O=C(NNS(=O)(=O)c1ccc(C(F)(F)F)cc1)c1cnn(-c2ccccc2)c1C(F)(F)F	0.2%	-6.1%	-0.1%	7.0%	-2.4%	5.6%	.	9.4	4.7%	2.1%	-6.5%
O=C(COC(=O)c1ccccc1SCC(=O)N1CCCC1)Nc1ccccc1OC(F)F	0.6%	.	-1.5%	.	-5.2%	.	.	0.7	-26.0%	.	?
COc1cc(/C=C/C(=O)NNc2c(F)c(F)cc(F)c2F)ccc1OC(F)F	-4.8%	9.0%	2.9%	7.2%	-4.2%	20.6%	9.1%	13.8	1.1%	0.2%	?
CCCCn1c(N)c(N(CCC(C)C)C(=O)c2cc(S(=O)(=O)N3CCOCC3)ccc2F)c(=O)[nH]c1=O	1.7%	.	-2.4%	.	1.5%	.	.	-0.4	3.0%	.	7.3%
CCOCCCNC(=O)C(c1ccc(Cl)cc1)N(Cc1ccc2c(c1)OCO2)C(=O)CNC(C)=O (centres undefined)	-4.5%	-5.6%	-0.4%	-2.0%	12.8%	21.9%	-4.3%	6.2	-0.8%	.	14.6%
CCOC(=O)c1cc(C)sc1NC(=O)CSc1nccn1C	2.6%	-5.7%	-5.2%	2.6%	0.5%	-20.5%	.	-5.6	0.7%	-10.0%	11.6%
Cc1c(C(=O)N2CCCCC2)sc(NC(=O)c2ccco2)c1C#N	-4.7%	-8.9%	-0.5%	11.4%	-3.2%	?	7.7%	7.7	?	1.8%	16.0%
COc1ccc([C@H]2CC(=O)C=C(c3cccc4c3Oc3ccccc3S4)C2)cc1OC	-5.0%	.	18.4%	.	-2.2%	.	.	.	3.6%	.	18.3µM*
COc1cc2c(cc1OC)C(c1ccccc1C)CC(=O)N2 (centres undefined)	-3.6%	-5.8%	-0.1%	4.0%	13.8%	-24.5%	-8.6%	1.4	-1.4%	2.7%[11.5 µM]	4.3%
Cc1ccc(NC(=O)CSc2ncccn2)cc1S(=O)(=O)N1CCCCC1	-1.2%	.	5.1%	.	1.6%	.	.	3.2	-9.6%	.	-4.7%
O=C(Nc1cccnc1Cl)c1ccc(Cl)cc1	?	16.7%	3.4%	-9.0%	?	6.8%	6.8%	-1.4	?	-2.0%	?

The list is partial (hit frequency here may not be typical).
